GSH bead fluor: compound fluoresces at 488/530 nm on GSH beads; fluorescence (KMESF) at 10 µM; 190,000 tested, 0.25% active; GSH beads flow cytometry, compound fluorescence 488/530 nm; active compounds read high; in the data active = fluorescence above about 89;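 note: glutathione beads carrying GST-tagged Bcl family fusion proteins plus one bare bead set; values are compound well signal with DMSO vehicle wells as background; inactives centre near 16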
ABCG2 inh: human ABCG2 inhibition, ABCB1 as counter-screen | IgMXP3 cells, JC-1 efflux, flow cytometry | 190,000 tested, 0.1% active | inhibition, % at 6.6 µM | AID 1325;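 active = inhibition above 80%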;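 note: 0% = DMSO and 100% = nicardipine control wells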
Target sequence (Q9UNQ0 whole entry, looked up): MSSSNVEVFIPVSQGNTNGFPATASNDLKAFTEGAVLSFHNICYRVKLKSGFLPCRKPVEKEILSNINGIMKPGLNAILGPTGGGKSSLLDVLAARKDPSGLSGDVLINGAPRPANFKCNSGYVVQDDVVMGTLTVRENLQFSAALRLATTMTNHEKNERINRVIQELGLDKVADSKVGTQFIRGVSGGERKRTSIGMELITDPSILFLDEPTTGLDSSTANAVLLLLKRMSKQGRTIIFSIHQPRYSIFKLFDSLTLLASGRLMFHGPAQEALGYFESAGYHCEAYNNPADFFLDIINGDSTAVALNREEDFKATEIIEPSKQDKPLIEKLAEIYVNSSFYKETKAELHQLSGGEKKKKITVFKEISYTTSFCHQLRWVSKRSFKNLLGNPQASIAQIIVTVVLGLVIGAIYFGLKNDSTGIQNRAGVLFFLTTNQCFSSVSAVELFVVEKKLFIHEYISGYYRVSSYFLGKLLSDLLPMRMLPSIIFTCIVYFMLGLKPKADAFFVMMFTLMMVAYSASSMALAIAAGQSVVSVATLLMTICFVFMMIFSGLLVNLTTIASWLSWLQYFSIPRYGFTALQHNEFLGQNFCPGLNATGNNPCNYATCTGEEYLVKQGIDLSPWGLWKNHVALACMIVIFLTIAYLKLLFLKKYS
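Test system: ABCG2 IgMXP3 and barcoded ABCB1 CCRF-Adr cell mix; Schedule: cells with compound and JC-1, 10 min at 25 °C, rotating, no wash; Technique: flow cytometry of retained JC-1 fluorescence; Measure: % inhibition of efflux relative to nicardipine and DMSO; Controls: nicardipine high and DMSO low controls.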
Mcl1 Bid PPI: Mcl-1/Bid interaction inhibition. Q07820. 220,000 tested, 0.97% active. TR-FRET Mcl-1/Bid-Dy647 peptide binding, 1536-well. AID 1021. inhibition, % at 21.7 µM;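 active = compounds that cut the binding signal by more than half at the single screening dose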;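 note: His-tagged Mcl-1 with europium anti-His antibody binding Bid BH3 peptide; 0% = Mcl-1 plus peptide wells and 100% = peptide-only wells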
Bim-Mcl-1: inhibitors of Bim-Mcl-1 interaction, human; 190,000 tested, 0.1% active; inhibition, % at 10 µM; Q07820; Bead-based flow cytometry, Bim peptide-Mcl-1 binding; in the data active = inhibition above about 40%;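 note: 0% = no compound tracer wells and 100% = peptide blocker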
Pf gamet viab: kills late stage P. falciparum gametocytes; 150,000 tested, 0.065% active; inhibition, % at 10.9 µM; P. falciparum stage V gametocytes, ATP luminescence, 24 h;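 active = inhibition above the mean plus 3 SD of compounds within the control limits, set per campaign, cut at about 38% in these data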;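 note: 0% = DMSO wells and 100% = medium only without gametocytes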
RGS7-Gao reg: human RGS7-Galphao interaction regulation. Multiplexed bead flow cytometry, RGS7-Galphao binding; actives lie on both sides. P09471. binding response (% of control), % at 10 µM. AID 1439. 220,000 tested, 0.35% active; in the data active = binding response below about 49% or above about 150%; inconclusive = no clear call, values can overlap the other calls; inactive = in between;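 note: fluorescent Galphao held in activated GDP-AlF4 state binding bead-coupled RGS7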
Target sequence (P09471 whole entry, looked up): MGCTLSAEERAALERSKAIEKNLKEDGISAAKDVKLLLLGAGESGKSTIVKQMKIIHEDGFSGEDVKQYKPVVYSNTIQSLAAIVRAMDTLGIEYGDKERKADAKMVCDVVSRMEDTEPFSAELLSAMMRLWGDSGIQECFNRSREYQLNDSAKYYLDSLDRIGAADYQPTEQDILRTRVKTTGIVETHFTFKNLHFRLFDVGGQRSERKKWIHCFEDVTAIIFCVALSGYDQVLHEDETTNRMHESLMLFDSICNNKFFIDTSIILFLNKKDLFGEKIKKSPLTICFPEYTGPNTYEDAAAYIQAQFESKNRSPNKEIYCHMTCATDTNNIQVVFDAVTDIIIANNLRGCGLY
Avidin bead fluor: compound fluoresces at 488/530 nm on avidin beads | compound fluorescence 488/530 nm, flow cytometry; active compounds read high | fluorescence (KMESF) at 10 µM | 220,000 tested, 0.38% active | AID 1775; in the data active = fluorescence above about 47; note: inactives centre near 10
RGS4-Gao reg: human RGS4-Galphao interaction regulation; P09471; Multiplexed bead flow cytometry, RGS4-Galphao binding; actives lie on both sides; binding response (% of control), % at 10 µM; 220,000 tested, 0.33% active; AID 1415; in the data active = binding response below about 49% or above about 150%; inactive = in between;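 note: fluorescent Galphao activated with aluminum fluoride binding bead-coupled RGS4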
ABCB1 block: human ABCB1 inhibition, ABCG2 as counter-screen; CCRF-Adr cells, JC-1 efflux, flow cytometry; inhibition, % at 6.6 µM; 190,000 tested, 0.067% active; AID 1326; in the data active = inhibition above about 40%;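 note: 0% = vehicle and 100% = reference inhibitor; higher value means more JC-1 retained so stronger ABCB1 efflux block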
Mcl1 Noxa PPI: Mcl-1/Noxa interaction inhibition; TR-FRET Mcl-1/Noxa peptide binding, 2 h; inhibition, % at 21.7 µM; 220,000 tested, 1.5% active; AID 1022;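 active = compounds that cut the protein-peptide binding signal by more than 50% relative to plate controls in a single-dose test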;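 note: His-tagged Mcl-1 with rhodamine Noxa BH3 peptide and terbium anti-His antibody; 0% = Mcl-1 plus Noxa peptide wells and 100% = peptide-only wells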
RGS8-Gao: human RGS8-Galphao interaction regulation | P09471 | multiplexed bead flow cytometry, RGS8-Galphao binding; actives lie on both sides | response (percent of control binding), % at 10 µM | 220,000 tested, 0.34% active; in the data active = response below about 60% or above about 140%; inactive = in between;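 note: Galphao activated as the GDP aluminium fluoride complex binding bead-coupled RGS8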
An asterisk follows results filed as active; ? = inconclusive; nt = no result given. An unsorted share of the library; 3.3% or so of the library scored in one or more.

SMILES | GSH bead fluor | ABCG2 inh | Mcl1 Bid PPI | Bim-Mcl-1 | Pf gamet viab | RGS7-Gao reg | Avidin bead fluor | RGS4-Gao reg | ABCB1 block | Mcl1 Noxa PPI | RGS8-Gao
CC(CN1CCOCC1)OC(=O)c1ccc(Br)cc1 (centres undefined) | 14 | 1 | -121 | 2 | nt | 91 | 13 | 89 | 0.2 | -40 | 93
CCc1nnc(NC(=O)c2c(C)nn(-c3ccccc3)c2Cl)s1 | 9 | 4 | -16 | 0 | nt | 88 | 12 | 105 | 1.1 | 7 | 101
CC(=O)NC(CC(=O)O)c1ccc(F)cc1 (centres undefined) | 17 | 3 | -3 | 0 | -19 | 91 | 10 | 92 | 1.4 | 0 | 93
N#Cc1c(N)n(-c2ccc(O)cc2)c2nc3ccccc3nc12 | 22 | 3 | -4 | 5 | 38* | 100 | 7 | 98 | 0.4 | 8 | 101
CN(Cc1nc(-c2cnccn2)no1)CC1(c2ccccc2)CC1(C)C (centres undefined) | 13 | 2 | -57 | -1 | -5 | 101 | 7 | 105 | 0.6 | -2 | 107
CC(C)CNC(=O)COC(=O)c1ccccc1SCC(=O)NCC(C)C | 15 | 0 | -6 | 0 | 23 | 100 | 8 | 98 | 0.0 | 3 | 103
CCOc1ccc(CNC(=O)CCn2c(=O)oc3ccccc32)cc1 | 46 | 0 | -8 | 0 | -6 | 102 | 11 | 107 | 0.1 | 6 | 106
CN1CCN(C(=O)c2ccc3c(c2)NC(=O)C(C)(C)O3)CC1 | 49 | 3 | -22 | -1 | nt | 98 | 7 | 98 | 0.1 | -7 | 100
CC1=Nn2c(nnc2-c2ccccc2Cl)SC1 | 48 | 3 | -9 | -2 | -3 | 110 | 8 | 103 | 0.7 | 9 | 101
CCOC(=O)C1=C(CN2CCc3ccccc32)NC(=O)NC1c1cccc([N+](=O)[O-])c1 (centres undefined) | 63 | 20 | -67 | 0 | nt | 99 | 11 | 100 | 5.2 | 1 | 96
Cc1ccc(C(=O)NCC(=O)NCC(=O)OCC(=O)c2ccc(F)cc2)cc1 | 7 | -4 | -16 | -2 | -9 | 98 | 1 | 95 | -0.5 | 8 | 88
CC(=O)N(c1cccc(Br)c1)c1nc(C)cc(C)c1C#N | nt | nt | -18 | nt | -13 | ? | 4 | 101 | nt | -1 | 98
Cc1onc(-c2ccccc2)c1CNC(=O)C1COc2ccccc2O1 (centres undefined) | nt | nt | 19 | nt | -26 | ? | 4 | 93 | nt | 8 | 99
Cc1cccc(Cn2cc(/C=C/[N+](=O)[O-])c3ccccc32)c1 | 20 | 4 | 0 | 1 | -16 | 100 | 11 | 99 | 0.5 | -4 | 95
COC(=O)CCN(C1CCCCC1)S(=O)(=O)c1ccc(S(=O)(=O)NC2CCCCC2)cc1 | 11 | 2 | 4 | 0 | 6 | 99 | 9 | 99 | 1.1 | 0 | 100

Continued; it opens with the two that closed the last part.
SMILES | GSH bead fluor | ABCG2 inh | Mcl1 Bid PPI | Bim-Mcl-1 | Pf gamet viab | RGS7-Gao reg | Avidin bead fluor | RGS4-Gao reg | ABCB1 block | Mcl1 Noxa PPI | RGS8-Gao
Cc1cccc(Cn2cc(/C=C/[N+](=O)[O-])c3ccccc32)c1 | 20 | 4 | 0 | 1 | -16 | 100 | 11 | 99 | 0.5 | -4 | 95
COC(=O)CCN(C1CCCCC1)S(=O)(=O)c1ccc(S(=O)(=O)NC2CCCCC2)cc1 | 11 | 2 | 4 | 0 | 6 | 99 | 9 | 99 | 1.1 | 0 | 100
COC(=O)c1ccc(COC(=O)CCS(=O)(=O)c2ccc(C)cc2)cc1 | 17 | 2 | -19 | 0 | 1 | ? | 8 | 101 | 0.6 | -5 | 97
CCN=C1NN=C(c2cc(C)n(Cc3ccco3)c2C)CS1 | 8 | 7 | -2 | -4 | -18 | 97 | 3 | 92 | 1.6 | 26 | 96
Cc1ccc(NC(=O)c2cc(Cl)ccc2[N+](=O)[O-])cc1C | 5 | 18 | -3 | -1 | -9 | 98 | 3 | 98 | 2.1 | 10 | 99
CN(C)c1ncc(S(=O)(=O)c2ccccc2)c(-c2ccccc2Cl)n1 | 28 | 12 | -2 | -1 | 20 | 99 | 10 | 101 | 0.7 | 17 | 102
O=C(C1CCCO1)N1CCN(S(=O)(=O)c2ccccc2)CC1 (centres undefined) | 38 | 0 | -14 | 0 | nt | 106 | 10 | 103 | -0.4 | 8 | 104
O=C(CSc1nnnn1-c1ccc2c(c1)OCO2)NCc1ccccc1 | 31 | 8 | 6 | -4 | nt | 99 | 11 | 106 | 0.5 | 23 | 104
Cc1cc(C)c(OCC(O)CNC(C)(C)C)c(C)c1 (centres undefined) | 23 | 6 | -28 | 5 | 12 | 101 | 10 | 101 | 1.4 | 6 | 102
CCOC(=O)C1CCCN(Cc2nc(Cc3ccccc3Cl)no2)C1 (centres undefined) | 10 | 0 | -21 | 0 | 16 | 103 | 3 | 96 | 0.0 | -11 | 100
CCOC(=O)c1c(NC(=O)CSc2nnc3c(n2)[nH]c2ccc(F)cc23)sc(C(C)=O)c1C | 57 | 1 | -49 | -2 | 9 | 110 | 25 | 103 | 1.2 | 6 | 102
C=CCN=c1scc(-c2ccco2)n1/N=C/c1ccc(O)c(O)c1O | nt | nt | -94 | nt | -12 | ? | 3 | 90 | nt | 84* | 84
COC(=O)c1ccc2c(=O)n(NC(C)=O)c(=S)[nH]c2c1 | 30 | 0 | -30 | -1 | nt | 95 | 5 | 96 | 0.0 | 16 | 99
O=C(NCCc1c[nH]c2ccccc12)C1CCN(c2nnc(N3CCCC3=O)s2)CC1 | 9 | 10 | -28 | 1 | nt | 97 | 21 | 89 | 1.4 | 13 | 97
Cc1nc2c3cnn(-c4ccc(C)c(C)c4)c3ncn2n1 | 34 | 24 | nt | -1 | nt | 99 | 11 | 95 | 0.3 | nt | 101
COc1ccc(-n2nc3c(c2NC(=O)c2cc(Br)ccc2Cl)CS(=O)C3)cc1 (centres undefined) | 25 | -1 | -18 | -1 | nt | 102 | 7 | 100 | -0.4 | -6 | 100
CCOC(=O)C1CCN(C(=O)c2cc(C(C)(C)C)nn2Cc2ccccc2)CC1 | nt | nt | -5 | nt | -4 | ? | 6 | 99 | nt | 11 | 100
O=C(O)CCC(=O)Nc1ccccc1N1CCOCC1 | 5 | 1 | -21 | 0 | nt | 102 | 7 | 96 | 0.4 | 0 | 99
COc1ccccc1NC(=S)NCCc1ccc(Cl)cc1 | 26 | 8 | -49 | 0 | -6 | 97 | 17 | 99 | 0.9 | 4 | 99
CC(=O)Nc1ccc(OCC(O)CN2CCN(c3ccccc3Cl)CC2)cc1 (centres undefined) | 65 | 4 | -8 | -6 | nt | 100 | 7 | 98 | 0.6 | 9 | 99
N#Cc1c(-c2ccccc2Cl)cc(C2CC2)nc1N | 14 | 2 | -1 | -3 | nt | 107 | 29 | 102 | 0.1 | 24 | 103
Cc1ccc(F)cc1NC(=O)c1ccc2c(c1)OCO2 | 38 | 4 | -4 | -1 | 9 | 105 | 17 | 104 | 0.4 | 13 | 101
CCOC(=O)c1ccc2cccc(C)n2c1=O | 39 | 29 | -26 | -7 | nt | 102 | 14 | 106 | 0.2 | -2 | 105
COc1cccc(CNCc2ccccn2)c1OC | 37 | 2 | 42 | 0 | nt | 99 | 10 | 99 | 1.1 | 32 | 102
COc1ccccc1OCC(=O)NNc1c2ccccc2nc2ccccc12 | nt | nt | -33 | nt | 0 | ? | 5 | 92 | nt | 15 | 98
CC(=O)Nc1nc(-c2ccc(Cl)cc2)ns1 | 10 | 0 | -8 | -3 | 0 | 100 | 5 | 101 | -0.3 | 10 | 98
Cc1ccc(C(=O)N/N=C(/CC(=O)c2cccs2)C(F)(F)F)cc1 | 19 | 2 | -11 | -6 | 3 | 99 | 14 | 101 | 0.4 | 34 | 100
CCCCn1c(-c2csc(CCC)c2)n[nH]c1=S | 13 | -6 | -37 | -2 | nt | 101 | 10 | 104 | -1.2 | 29 | 99
CCCC(=O)OCC(=O)c1[nH]c(C)c(C(C)=O)c1C | 13 | 0 | -29 | 0 | nt | ? | 9 | 99 | 0.3 | 6 | 100
COc1ccc(N2C(=O)[C@@H]3C(c4cccnc4)=NO[C@@H]3C2=O)cc1 | nt | nt | -50 | nt | 2 | ? | 3 | 89 | nt | 27 | 92
CCOC(=O)Cc1csc(NC(=O)COc2ccc(C)cc2)n1 | 15 | 2 | -25 | 1 | nt | 101 | 10 | 88 | 0.1 | 13 | 92
Cc1ccnc(NC(=O)CCC(=O)N(CC(=O)NCc2ccccc2)Cc2ccco2)c1 | 23 | 8 | -6 | -1 | nt | 100 | 5 | 94 | 0.7 | 3 | 99
CCCN(c1ccc(C(=O)OC)cc1)S(=O)(=O)c1ccccc1 | 13 | 0 | -4 | -5 | -1 | 97 | 6 | 102 | 1.0 | 5 | 101
Oc1c(I)cc(I)c2cccnc12 | 18 | -3 | -28 | 0 | nt | 98 | 6 | 101 | -1.2 | -45 | 100
Nc1ccccc1SCC(=O)Nc1ccc(N2CCOCC2)cc1 | 35 | 12 | -25 | -3 | nt | 98 | 14 | 96 | 0.7 | 16 | 99
N#C/C(C(=S)Nc1ccccc1)=C1/NN=C(N2CCOCC2)N1c1ccccc1 | 15 | 0 | -5 | 0 | -2 | 98 | 7 | 98 | -0.1 | 34 | 98
COc1cccc(CN2CCN(C(=O)c3cc(-c4ccccn4)nc4ccc(Cl)cc34)CC2)c1 | 18 | 3 | -19 | 1 | -12 | ? | 8 | 102 | 1.1 | 10 | 101
O=C(Nc1ccc(Oc2ccccc2)cc1)C1CCN(c2ncccn2)CC1 | 41 | 1 | 18 | 0 | 6 | 104 | 6 | 102 | 0.3 | 18 | 103
O=C(NC1CCCCCC1)c1cc(S(=O)(=O)N2CCOCC2)ccc1N1CCCCC1 | 47 | 3 | -36 | 0 | -1 | 98 | 7 | 100 | 1.9 | -6 | 104
CCn1ccnc1C(O)c1cccc(OC)c1OC (centres undefined) | 15 | 0 | -6 | 0 | nt | 103 | 9 | 101 | 0.2 | 8 | 104
CCOC(=O)c1cc(C)n(-c2ccc(OC)c(OC)c2)c1C | 6 | 0 | -62 | -1 | 6 | 100 | 10 | 101 | 0.1 | -41 | 101
O=C(Nc1ccccc1C(=O)O)c1cc(S(=O)(=O)N2CCCCC2)cs1 | 8 | 0 | 10 | 0 | nt | 103 | 12 | 100 | -0.2 | 20 | 100
Cc1cc(NC(=O)CSc2nnnn2Cc2ccccc2)no1 | 23 | 21 | -3 | 0 | nt | 111 | 44 | 102 | 0.8 | 41 | 101
Clc1ccc2c(N/N=C/c3cccc(Br)c3)ccnc2c1 | 16 | -4 | 60* | 10 | -11 | 108 | 14 | 107 | -0.4 | 47 | 104

Source: PubChem BioAssay (several laboratories)
